# hgDAF-12 ag: hgDAF-12 agonism, primary luciferase screen | HEK293 GAL4-hgDAF12 UAS-luciferase reporter, agonist luminescence; normalized to butyrate control | activation, % at 6.8 µM | 370,000 tested, 1.8% active | AID 687014;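 active means activation above a cutoff set at the mean of all screened compounds plus 3 SD, cut at about 10% in these data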;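 further: 0% = DMSO wells and 100% = sodium butyrate wells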
# DAX1 inh-1: blocks DAX1 repression of SF-1 activated StAR promoter; inhibition, % at 6.8 µM; HEK293T StAR-luciferase reporter, SF-1/DAX-1 repression relief; 370,000 tested, 1.1% active; AID 652010;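 active means inhibition above the mean over all tested compounds plus 3 SD, cut at about 3.6% in these data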;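 further: 0% = DAX-1 cells with DMSO and 100% = cells lacking DAX-1 with DMSO; higher inhibition means more luminescence from relief of DAX-1 repression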
# DAX1 inh-2: inhibitors of human orphan nuclear receptor DAX1 (NR0B1). P51843. HEK293 Gal4-DAX1 luciferase reporter, luminescence. inhibition, % at 6.75 µM. 340,000 tested, 0.99% active. AID 504766;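 active means inhibition above the mean over all tested compounds plus 3 SD, cut at about 4.2% in these data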;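 further: 0% = DAX1-transfected cells with DMSO and 100% = empty-vector control cells with DMSO; inhibition shows as a rise in luminescence from relieved DAX1 repression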
# Target sequence (P51843 207-470 limits assumed): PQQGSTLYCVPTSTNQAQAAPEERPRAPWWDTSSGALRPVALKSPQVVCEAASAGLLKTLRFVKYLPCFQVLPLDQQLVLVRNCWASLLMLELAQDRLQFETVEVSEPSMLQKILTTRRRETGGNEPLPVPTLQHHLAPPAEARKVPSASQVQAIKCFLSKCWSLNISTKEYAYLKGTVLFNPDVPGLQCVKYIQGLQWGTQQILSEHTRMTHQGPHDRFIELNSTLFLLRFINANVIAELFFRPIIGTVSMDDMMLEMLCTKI
# FXN GAA850 act: frataxin GAA850 promoter activation; HEK293 lucGAA850 FXN promoter luciferase reporter, 24 h; percent of 10 µM SAHA response; activation, % at 6 µM; 360,000 tested, 0.56% active;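 active means activation above the average of all compounds screened plus 3 SD, cutoff fixed separately per campaign, cut at about 7.5% in these data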;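 further: 0% = DMSO wells and 100% = 10 µM SAHA wells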
# hcDAF-12 act: activates DAF-12 receptor from parasite H. contortus; HEK293 hcDAF-12 lit1-tk-luc reporter, luminescence; 0% DMSO, 100% Δ7-dafachronic acid; activation, % at 6.8 µM; 370,000 tested, 1.4% active; AID 652067;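 active means activation above the mean of all tested compounds plus 3 SD, cut at about 5.5% in these data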;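 further: 100% = response to 3 µM Δ7-dafachronic acid high control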
# SMARCA2 activ: increases SMARCA2 function in MMTV reporter cells; MG213 cells, MMTV-luciferase reporter, dexamethasone, overnight; activation, % at 9.1 µM; 370,000 tested, 1% active; in the data active means activation above about 7.8%;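 further: 0% = vehicle wells and 100% = reference activator wells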
# GC-A act: GC-A (human) enzyme activation | P16066 | activation, % at 10 µM | 370,000 tested, 0.14% active | HEK293 GC-A cells, cGMP TR-FRET, EC30 ANP; 0% at EC30 ANP, 100% saturating ANP | AID 1671463; in the data active means activation above about 40%
# NPR2 activator: GC-B (human) receptor activation; 370,000 tested, 0.11% active; activation, % at 10 µM; HEK293-GC-B cells, CNP EC30, cGMP TR-FRET; 0% at EC30 CNP, 100% saturating CNP;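 active means activation at 10 µM reaching about 35% in either raw or pattern-adjusted values, limit read from the data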
# HGIII-sPLA2 inh: Inhibits HGIII-sPLA2 liposome hydrolysis, primary screen; inhibition, % at 12.2 µM; QFRET BODIPY PC-A2 liposome hydrolysis, fluorescence; 370,000 tested, 0.56% active; Q9NZ20;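 active means inhibition above mean plus 3 SD of compounds lying within the high and low control bounds, cut at about 19% in these data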;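 further: 0% = median of test compound wells and 100% = no enzyme DMSO wells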
# Target sequence (Q9NZ20 whole entry, looked up): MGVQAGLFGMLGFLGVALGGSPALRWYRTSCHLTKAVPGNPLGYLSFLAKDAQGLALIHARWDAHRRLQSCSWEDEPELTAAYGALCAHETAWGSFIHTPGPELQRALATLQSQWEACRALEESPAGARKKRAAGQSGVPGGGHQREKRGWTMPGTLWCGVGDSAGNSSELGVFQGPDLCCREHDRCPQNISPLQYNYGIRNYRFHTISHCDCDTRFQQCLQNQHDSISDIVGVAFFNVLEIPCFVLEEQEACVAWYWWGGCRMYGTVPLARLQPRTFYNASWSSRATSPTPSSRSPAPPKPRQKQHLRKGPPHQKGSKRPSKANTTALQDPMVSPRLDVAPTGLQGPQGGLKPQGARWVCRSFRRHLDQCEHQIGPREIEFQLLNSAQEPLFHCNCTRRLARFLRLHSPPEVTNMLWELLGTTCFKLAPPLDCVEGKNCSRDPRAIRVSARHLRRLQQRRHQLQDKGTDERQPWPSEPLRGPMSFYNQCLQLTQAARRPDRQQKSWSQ
# proKLK7 act: activators of human kallikrein-7 zymogen; activation, % at 7 µM; P49862; purified proKLK7, EDANS-DABCYL substrate fluorescence; 100% is mature enzyme control, 0% vehicle; 370,000 tested, 0.9% active;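 active means activation above the mean of all tested compounds plus 3 SD, computed per campaign excluding outliers beyond control limits, cut at about 13% in these data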
# Target sequence (P49862 whole entry, looked up): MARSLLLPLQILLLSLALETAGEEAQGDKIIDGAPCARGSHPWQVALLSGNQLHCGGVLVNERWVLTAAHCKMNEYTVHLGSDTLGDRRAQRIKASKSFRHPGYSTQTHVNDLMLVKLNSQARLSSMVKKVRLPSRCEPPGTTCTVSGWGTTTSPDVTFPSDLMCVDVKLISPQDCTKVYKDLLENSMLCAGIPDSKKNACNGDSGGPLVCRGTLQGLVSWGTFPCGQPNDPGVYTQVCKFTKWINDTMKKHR
# ssDAF12 agonist: activates DAF-12 receptor from parasite S. stercoralis; HEK293 ssDAF-12/GRIP1 lit1-tk-luc reporter, luminescence; % of 3 µM dafachronic acid response; activation, % at 6.8 µM; 370,000 tested, 1% active; AID 652126;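 active means activation above the mean over all tested compounds plus 3 SD, cut at about 0.9% in these data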;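 further: 0% = DMSO-only wells and 100% = 3 µM delta7-dafachronic acid wells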
# The depositor's hits bear a star; / = no result given.
SMILES,hgDAF-12 ag,DAX1 inh-1,DAX1 inh-2,FXN GAA850 act,hcDAF-12 act,SMARCA2 activ,GC-A act,NPR2 activator,HGIII-sPLA2 inh,proKLK7 act,ssDAF12 agonist
COCCNC(=O)c1cc2c(c(-c3cccc(C#CC(C)(C)O)c3)n1)[C@@H](CCO)N(S(=O)C(C)(C)C)C2 (some centres not stated),0.8,2.5,/,/,1.0,-4,0,-3,1,0.5,-1.0
COCCN(Cc1cc2cc(C)ccc2n2nnnc12)C(=S)Nc1ccc(C)cc1,1.6,0.4,4.6*,2.7,-0.8,-2,2,-4,5,-0.3,-0.9
CCCCN1C[C@H](CSC)[C@@H](CC(=O)Nc2ccc(Br)cc2)C1=O,1.1,-0.2,4.0,-0.6,-1.1,-3,4,-3,-1,0.6,-0.2
COc1ccc(N2CCN(CCCn3cnc4c(SC)ncnc43)CC2)cc1,-0.1,-0.3,-0.2,-0.9,-1.9,1,-4,1,3,-0.3,-0.8
CCOP(=O)(Nc1cccc2oc(=O)c3ccccc3c12)OCC,-3.6,-0.2,0.5,7.8*,-1.0,-5,1,-1,5,-29,-1.2
O=C(CCC(=O)N1CCN(c2ccccc2F)CC1)c1ccc(F)cc1,5.5,-0.3,0.7,1.6,0.4,-3,2,3,8,-0.2,-1.1
O=C(C1=C[C@@H](c2ccc(C(F)(F)F)cc2)C[C@@H](OCCCCO)O1)N1CCOCC1,-1.5,0.1,0.1,-1.3,-0.6,1,2,2,-7,0.8,-1.1
CCOc1ccc(OCCCC(=O)O)cc1,0.7,0.4,0.3,-3.2,1.6,-3,-2,-5,3,0.0,-1.4
CCOc1ccc(NCC(=O)c2ccc(C)cc2)cc1,1.3,-1.1,-0.9,2.0,-0.3,-3,4,-2,4,-0.4,-1.8
O=C(NCc1cccs1)C1CCCN(S(=O)(=O)c2cccs2)C1 (configuration not stated),-2.1,-0.1,-0.4,-0.2,1.4,3,2,-1,-2,-0.4,-1.0
Cc1ccc(OCC(=O)Nc2ccc(S(=O)(=O)N3CCCC3)cc2)cc1,-1.2,-0.6,-0.1,-0.5,-2.5,-1,5,1,-3,0.9,-1.1
O=C(NCc1ccc(F)cc1)C1CCC(CNc2c(N3CCOCC3)c(=O)c2=O)CC1 (configuration not stated),1.8,0.5,5.8*,1.0,1.1,-2,-5,-6,9,-0.2,-1.5
COCC(C)NC(=O)c1nn(Cc2ccccc2)c(=O)c2ccccc12 (configuration not stated),-1.6,-0.4,-0.1,-0.1,-2.1,-1,10,19,2,-0.3,-1.6
CCOC(=O)c1sc(-c2cccc(C(F)(F)F)c2)nc1O,1.1,-0.2,-1.5,0.1,-0.9,1,6,-4,3,-3.0,-2.0
CCCc1cc(=O)[nH]c(SCC(=O)N(CCOC)c2c(N)n(Cc3ccccc3)c(=O)[nH]c2=O)n1,1.0,-0.9,-0.5,0.4,0.7,0,2,0,11,-0.6,-0.7
CC(=O)Nc1ccc(S(=O)(=O)NC2(C(F)(F)F)NC(=O)N(C3CCCC3)C2=O)cc1 (configuration not stated),1.2,-0.1,0.4,-3.7,0.0,0,5,6,0,0.7,-1.1
N#C/C(=C\c1ccc(Cl)cc1)C(=O)NC1CC1,1.5,-0.6,2.3,-0.2,-1.9,3,-1,-8,-2,-0.1,-1.2
OC(COCC1COc2ccccc2O1)CN1CCN(c2ccccc2)CC1 (configuration not stated),-2.2,0.3,-0.8,1.8,-0.4,-1,2,5,7,-0.6,-1.0
CCOc1ccc(NC(=O)CN(C)C(=O)c2ccc(NC3CC3)c([N+](=O)[O-])c2)cc1OCC,-3.4,-1.2,-0.5,0.4,-0.5,-4,-3,1,-7,-0.4,-1.0
O=C1NC[C@H](CCCCN2C[C@H](Cc3ccc(O)cc3)N(CC3CCCCC3)C(=O)C2=O)N(CCc2ccccc2)C1=O,-0.4,0.2,/,/,-1.2,1,-1,4,-22,1.1,-1.9
COc1ccc(OCCC(=O)OCc2c(C)noc2C)cc1,5.7,-0.3,0.1,0.6,2.0,-1,-2,2,5,0.5,-1.1
CCC(=O)OCc1cc2cccc(C)c2[nH]c1=O,3.3,0.7,0.1,0.7,0.1,-4,2,2,3,-0.4,0.8
CN1CCCN(C(=O)c2cccc(Cl)c2)CC1,2.0,0.7,-0.3,0.0,3.6,1,3,-2,3,0.1,-1.5
C[C@H](NC(=O)[C@@H]1Cc2ccccc2CN1)C(=O)NC1CCCCC1,-0.7,1.1,-0.6,-3.2,0.0,-1,-1,3,9,0.0,-1.0
Clc1ccc2oc(-c3ccccc3)nc2c1,4.0,1.1,0.0,3.9,1.2,3,7,-7,3,-0.3,-0.1
Cc1cc(C(=O)N2CCc3ccccc32)n(-c2ccccc2)n1,0.6,1.0,2.4,-0.6,1.4,-2,-5,5,-1,0.1,-0.6
CCOc1ccc(Oc2nc(NCC(C)C)nc(N(C)C)n2)nn1,-1.9,-1.0,0.7,2.0,-1.9,0,1,1,1,0.4,-0.9
CCOc1ccc(C(=O)NCC(c2ccco2)N2CCc3ccccc3C2)cc1 (configuration not stated),0.4,-1.5,0.9,3.4,-1.1,1,3,2,-15,-0.1,-0.4
CC(=O)Nc1ccc(OCC(O)Cn2cccn2)cc1 (configuration not stated),-0.8,-0.1,0.8,3.3,-0.7,-2,0,-3,0,0.4,-0.9
Nc1ncc(-c2nnnn2-c2ccc(Cl)cc2)c(-c2ccc(Cl)cc2)n1,-2.5,-2.4,-0.1,-4.5,-2.6,-3,-4,-4,-1,-1.0,-1.2
COc1ccccc1CN1C2CCCC1CC(NC(=O)/C=C/c1ccccc1)C2 (configuration not stated),-0.8,0.2,/,-0.3,0.5,3,-5,-1,-1,-0.5,-1.2
FC(F)(F)c1ccc2c(c1)nc1n2CCCC1,-0.6,-1.0,0.3,-1.1,-3.3,-1,0,-6,0,0.2,-1.1
N#Cc1cc(-c2ccccc2)cnc1Cl,1.1,-1.5,-0.8,-0.2,0.8,-2,0,2,7,0.2,-1.6
CCN(CC(=O)Nc1c(F)cccc1F)C(=O)CSCc1ccc(C)cc1,-3.3,1.0,1.0,1.8,-1.6,-2,3,3,-2,1.1,-0.9
C=CCNC(=O)C1=NOC(CNC(=O)c2c(-c3ccccc3Cl)noc2C)C1 (configuration not stated),0.4,0.1,-0.8,1.0,-1.9,0,2,3,0,-0.3,-0.9
O=C(Nc1cccc(O)c1)N1CCOCC1,1.5,1.1,-0.7,-0.3,-0.4,3,-4,-7,-3,0.0,-0.9
Cc1ccc(C)c(S(=O)(=O)Nc2nc(C)c(C(=O)Nc3ccccc3)s2)c1,-4.0,0.3,0.5,2.0,1.2,-4,-2,1,-28,-0.8,-1.3
CCOC(=O)c1cc2cc3ccccc3cc2oc1=O,-0.9,-0.3,0.0,1.6,-1.9,2,0,0,4,-10,-1.2
Cc1nc2c(ccc3c([N+](=O)[O-])cccc32)c(C)c1C,-1.1,0.1,-1.5,-0.5,-1.6,-4,6,-5,4,-0.7,-1.0
O=C1c2ccccc2S(=O)(=O)N1CC(O)Cn1c2ccccc2c2ccccc21 (configuration not stated),0.6,-0.1,-0.1,3.1,-0.7,-2,-2,-5,-36,0.2,-0.9

# 8 compounds already listed, sorted by molar mass, low to high.
SMILES,hgDAF-12 ag,DAX1 inh-1,DAX1 inh-2,FXN GAA850 act,hcDAF-12 act,SMARCA2 activ,GC-A act,NPR2 activator,HGIII-sPLA2 inh,proKLK7 act,ssDAF12 agonist
CCOc1ccc(OCCCC(=O)O)cc1,0.7,0.4,0.3,-3.2,1.6,-3,-2,-5,3,0.0,-1.4
O=C(CCC(=O)N1CCN(c2ccccc2F)CC1)c1ccc(F)cc1,5.5,-0.3,0.7,1.6,0.4,-3,2,3,8,-0.2,-1.1
CCN(CC(=O)Nc1c(F)cccc1F)C(=O)CSCc1ccc(C)cc1,-3.3,1.0,1.0,1.8,-1.6,-2,3,3,-2,1.1,-0.9
COc1ccc(N2CCN(CCCn3cnc4c(SC)ncnc43)CC2)cc1,-0.1,-0.3,-0.2,-0.9,-1.9,1,-4,1,3,-0.3,-0.8
COCCN(Cc1cc2cc(C)ccc2n2nnnc12)C(=S)Nc1ccc(C)cc1,1.6,0.4,4.6*,2.7,-0.8,-2,2,-4,5,-0.3,-0.9
CCOc1ccc(NC(=O)CN(C)C(=O)c2ccc(NC3CC3)c([N+](=O)[O-])c2)cc1OCC,-3.4,-1.2,-0.5,0.4,-0.5,-4,-3,1,-7,-0.4,-1.0
CCCc1cc(=O)[nH]c(SCC(=O)N(CCOC)c2c(N)n(Cc3ccccc3)c(=O)[nH]c2=O)n1,1.0,-0.9,-0.5,0.4,0.7,0,2,0,11,-0.6,-0.7
COCCNC(=O)c1cc2c(c(-c3cccc(C#CC(C)(C)O)c3)n1)[C@@H](CCO)N(S(=O)C(C)(C)C)C2 (some centres not stated),0.8,2.5,/,/,1.0,-4,0,-3,1,0.5,-1.0

# Later entries
SMILES,hgDAF-12 ag,DAX1 inh-1,DAX1 inh-2,FXN GAA850 act,hcDAF-12 act,SMARCA2 activ,GC-A act,NPR2 activator,HGIII-sPLA2 inh,proKLK7 act,ssDAF12 agonist
NC(=O)c1ccc(NC(=O)COC(=O)CC2Sc3ccccc3NC2=O)cc1 (configuration not stated),3.4,1.7,0.9,2.6,4.0,-2,1,2,11,-0.3,1.2*
CC(C)C(NC(=O)CCNC(=O)c1ccc([N+](=O)[O-])cc1)c1nc2ccccc2[nH]1 (configuration not stated),0.5,1.1,0.8,2.5,-1.5,2,1,3,1,-0.5,-0.7
CCOC(=O)CNC(=O)CSc1nccn1Cc1ccco1,0.4,0.0,0.8,2.6,0.3,-3,-3,0,2,0.3,-0.7
CC(=O)C[C@@H](O)CC(=O)[C@H]1OC(=O)CCCCCc2ccccc21,-0.4,2.4,-1.4,-0.1,1.6,-4,6,1,4,0.9,-0.6
COc1ccc(-n2c(SCC(=O)NCC3CCCO3)nc3c(c2=O)SC(C)C3)cc1 (configuration not stated),1.0,1.2,-0.5,0.1,1.4,-2,-1,2,4,-0.1,-1.0
COC(=O)c1[nH]c2c(c1C)C(=O)CC(c1ccccc1)C2 (configuration not stated),-4.4,0.1,0.9,6.4,0.0,-1,-1,-3,1,-0.3,0.4
Cc1ccc(C)c(OCC(=O)N/N=C/c2c(C)nn(-c3ccccc3)c2Cl)c1,-0.6,-0.1,/,/,-0.5,-2,-4,1,-10,0.0,-1.0
O=C(O)c1cccc(N2C(=O)CSC2=S)c1,2.0,0.4,0.6,1.3,0.7,1,5,0,-2,0.0,-0.7
COc1cc(/C=C2\SC(N)=NC2=O)ccc1OCC(=O)Nc1ccccc1C,0.1,-1.5,-0.7,0.1,0.2,-4,2,11,1,-9.4,-1.5
COc1ccc(NC(=O)Nc2ccccc2SC)cc1OC,5.8,-0.8,1.5,0.5,0.1,1,3,-3,2,-0.3,-1.7
Oc1c(C(c2ccco2)N2CCN(C(c3ccccc3)c3ccccc3)CC2)sc2ncnn12 (configuration not stated),0.7,-0.1,0.2,0.4,-1.4,2,-7,-5,-46,-0.5,-1.5
CC1(C)CC(=O)C(C(=S)Nc2ccccc2)=C(NCCN2CCOCC2)C1,0.4,0.2,0.6,1.2,0.7,-4,0,0,3,0.1,-1.5

# Compound activity: PubChem BioAssay, several laboratories
